# Bioassay records deposited in PubChem BioAssay by several laboratories.
# Mot1-301 SUMO = blocks SUMOylation pathway, rescuing yeast Mot1-301 growth; S. cerevisiae Mot1-301 growth rescue, ATP luminescence, 38.5C; percent above DMSO median, 100 means doubled; growth rescue, % at 18.8 µM; 320,000 tested, 1% active;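 active = every valid replicate shows activation above 250% relative to neutral control wells; inactive = the rest, any valid replicate at or below 250%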;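 note: OY570 slx delta 5 strain wells were the positive control but not used for scaling; some compounds called inactive have numbers as strong as hits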
# HTR5A ag = HTR5A agonism, opioid heterodimer counter-screen | P47898 | HTR5A agonist assay, luminescence, cell-based | activation, % at 9.3 µM | 340,000 tested, 0.61% active | AID 504692; in the data active = activation mostly above about 9.5%, no sharp cut-off; inactive = mostly below about 7.6%;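 note: 0% = cells with vehicle only and 100% = reference agonist; strong numbers were not always called active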
# HTR5A inv ctr = inverse agonist of human HTR5A in OPRM1-OPRD1 counter-screen | P47898 | 340,000 tested, 0.083% active | HTR5A cell line, luminescence, inverse agonism | inhibition, % at 9.3 µM; in the data active = inhibition mostly above about 23%, no sharp cut-off; inactive = mostly below about 18%;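 note: 0% = cells with DMSO and 100% = no-cell wells with DMSO; some compounds called inactive have numbers as strong as hits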
# E coli growth = counter-screen for AddAB inhibitors: E. coli growth inhibition; E. coli V3065 growth, OD600 absorbance, 18 h; 330,000 tested, 0.27% active; inhibition, % at 11.9 µM;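 active = inhibition above the campaign's mean inhibition across all tested compounds plus 3 SD, cut at about 9.9% in these data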;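 note: uninfected addAB+ strain grown without phage in ampicillin broth; 0% = DMSO wells and 100% = ciprofloxacin 0.95 µg/ml wells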
# phage Ecoli inh = E. coli growth loss with phage present. inhibition, % at 11.9 µM. 360,000 tested, 0.26% active. growth absorbance. AID 651602; in the data active = inhibition above about 11%
# DAGLB inhibitor = diacylglycerol lipase beta (human) inhibition. inhibition, % at 5.17 µM. HEK293T DAGLB membrane lysate, EnzChek fluorogenic substrate. Q8NCG7. 340,000 tested, 0.059% active; in the data active = inhibition above about 34%;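 note: 0% = enzyme with vehicle and 100% = wells lacking enzyme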
# Target sequence (Q8NCG7 whole entry, looked up): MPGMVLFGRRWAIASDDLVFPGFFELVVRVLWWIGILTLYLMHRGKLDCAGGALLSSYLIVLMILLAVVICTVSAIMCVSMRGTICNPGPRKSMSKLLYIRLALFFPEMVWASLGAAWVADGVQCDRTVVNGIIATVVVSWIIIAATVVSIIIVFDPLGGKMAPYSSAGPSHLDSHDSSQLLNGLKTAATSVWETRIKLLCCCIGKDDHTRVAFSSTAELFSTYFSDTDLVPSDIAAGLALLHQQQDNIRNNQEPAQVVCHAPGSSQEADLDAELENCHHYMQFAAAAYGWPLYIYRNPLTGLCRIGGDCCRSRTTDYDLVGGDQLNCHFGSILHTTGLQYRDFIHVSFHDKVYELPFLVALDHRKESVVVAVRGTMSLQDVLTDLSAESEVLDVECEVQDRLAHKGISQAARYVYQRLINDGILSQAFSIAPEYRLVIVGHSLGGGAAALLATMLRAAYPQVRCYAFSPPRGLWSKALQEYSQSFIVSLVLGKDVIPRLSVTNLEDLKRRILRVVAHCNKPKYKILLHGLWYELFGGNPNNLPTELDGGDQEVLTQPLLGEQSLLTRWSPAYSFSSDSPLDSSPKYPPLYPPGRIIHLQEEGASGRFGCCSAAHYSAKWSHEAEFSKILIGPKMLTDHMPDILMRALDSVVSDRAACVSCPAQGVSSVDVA
# CDK5 p35 inh = CDK5/p35 (human) kinase inhibition; Q00535+Q15078; Recombinant CDK5/p35, ADP-Glo luminescence, 60 min; inhibition, % at 10 µM; 330,000 tested, 0.01% active;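 active = highest replicate inhibition of at least 50% and at least 75% of replicates reaching 50%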;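 note: plate controls were DMSO neutral control for no effect and GW8510 at 10 µM for full effect; many of its hits are not listed in these tables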
# AddAB inh = less growth of phage-infected E. coli with AddAB. inhibition, % at 11.9 µM. 330,000 tested, 0.29% active. E. coli expressing H. pylori AddAB, absorbance growth; in the data active = inhibition above about 12%;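 note: 0% = vehicle wells of infected cells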
# PKA-R1A activ = activators of PKA-R1A complex; P00514+P68181; PKA-R1A dissociation, Cy5-IP20 fluorescence polarization; scaled: DMSO 0%, 113 µM cGMP 100%; activation, % at 11.4 µM; 340,000 tested, 0.083% active;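 active = percent activation above the mean of all tested compounds plus 3 SD, cut at about 19% in these data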;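 note: higher means more PKAc released from R1A so a rise in polarization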
# PKA-R2B activ = activates the human PKA-R2B holoenzyme complex; P22694+P31323; PKA-R2B holoenzyme dissociation, Cy5-IP20 fluorescence polarization; R2B truncated from residue 108, S112A mutant; 0% DMSO only, 100% 113 µM cGMP; activation, % at 11.4 µM; 340,000 tested, 0.079% active;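 active = activation above a cutoff set at the mean over all compounds plus 3 SD, cut at about 18% in these data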;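 note: higher means more holoenzyme dissociation and a rise in polarization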
# Target sequence (P31323 whole entry, looked up, other chains not shown, the tested form may be a part): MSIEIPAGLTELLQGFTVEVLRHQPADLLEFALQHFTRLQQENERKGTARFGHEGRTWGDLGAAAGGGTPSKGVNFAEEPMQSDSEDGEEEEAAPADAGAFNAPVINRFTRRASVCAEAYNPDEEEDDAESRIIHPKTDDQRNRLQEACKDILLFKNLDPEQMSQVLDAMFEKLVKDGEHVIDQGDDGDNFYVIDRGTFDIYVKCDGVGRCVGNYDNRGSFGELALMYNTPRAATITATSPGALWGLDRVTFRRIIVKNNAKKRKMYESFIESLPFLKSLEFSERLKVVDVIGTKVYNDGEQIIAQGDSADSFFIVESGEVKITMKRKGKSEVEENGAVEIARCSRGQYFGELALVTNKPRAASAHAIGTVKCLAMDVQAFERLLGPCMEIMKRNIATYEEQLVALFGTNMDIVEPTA
# Tat export inh = E. coli Tat transport inhibition | 340,000 tested, 0.036% active | inhibition, % at 10 µM | AID 488895 | E. coli MC4100 TorA-mCherry Tat export, fluorescence;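 active = mean replicate inhibition at least 50% and at least half of replicates individually reaching 50%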;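 note: exported cargo escapes ClpAP degradation while cytoplasmic cargo is degraded and loses fluorescence; 0% = median of neutral control wells and 100% = median of NaSCN control wells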
# The depositor's hits bear a star; x = no result given.
SMILES,Mot1-301 SUMO,HTR5A ag,HTR5A inv ctr,E coli growth,phage Ecoli inh,DAGLB inhibitor,CDK5 p35 inh,AddAB inh,PKA-R1A activ,PKA-R2B activ,Tat export inh
Cc1cc(C(=O)N/N=C/c2ccc([N+](=O)[O-])s2)n[nH]1,-10,-6,-20,5.9,3.9,1,0.3,5.2,4,4,-32
Cc1cc(NS(=O)(=O)c2ccc(NC(=O)CSc3nc4sc(C)c(C)c4c(=O)[nH]3)cc2)no1,0,-2,5,1.6,5.3,6,1.4,3.3,-11,-9,3
Cn1c(Cc2ccccc2)nnc1SCC(=O)Nc1ccc(N2CCOCC2)cc1,1,2,4,1.3,-0.6,2,-1.0,3.4,-5,-7,0
COc1ccc(CCNC(=O)C(=O)NCCOc2ccccc2)cc1OC,25,4,14,0.5,0.2,-2,-0.5,1.8,-15,4,8
C=CCC(C#Cc1ccccc1)N(C)C (stereo unspecified),-24,2,-5,-0.6,0.4,-2,-0.8,4.5,9,-10,-11
O=[N+]([O-])c1ccc(Nc2ccc(N3CCOCC3)cc2)c([N+](=O)[O-])c1,6,0,-1,-1.5,4.7,1,-2.8,1.3,-1,-6,-4
Cc1ccc(S(=O)(=O)N(C)CC(=O)OCC(=O)N2CCCC2=O)cc1,31,0,1,-1.6,-0.1,0,2.7,-0.2,-9,0,3
O=C(CSc1n[nH]c(-c2ccncc2)n1)c1ccccc1,2,0,2,0.9,0.4,1,0.5,3.5,-3,-6,2
CC[C@]12c3[nH]c4ccc(OC)cc4c3CCN1C(=O)C(CC(=O)NCc1ccc(OC)c(OC)c1)C[C@@H]2C(=O)N1CCN(C(=O)C2CC2)CC1 (stereo partly specified),x,-2,7,-2.5,4.1,-2,1.8,-0.6,-3,-1,3
CC1(C)CC(=O)C(CC2CCCCC2=O)C(=O)C1 (stereo unspecified),575*,1,-20,1.3,-1.1,-1,-0.5,1.5,-2,-1,-1
COc1ccc(NC(=O)Nc2ccc3c(c2)C(=O)N([C@H](C)CO)C[C@H](C)[C@@H](CN(C)S(C)(=O)=O)O3)cc1,-8,5,-4,0.0,1.6,-1,1.2,-0.1,1,-4,-1
CCOC(=O)N1CCN(C(=O)CN(C)S(=O)(=O)c2ccc3c(c2)c(=O)n(C)c(=O)n3C)CC1,-17,-1,-28,-0.7,3.7,1,0.4,4.0,2,-4,5
CCc1ccc2c(c1)/C(=C/C(=O)c1cccs1)C(=O)N2,x,5,24,1.2,0.8,3,-4.0,4.7,-1,5,3
COc1cc(-c2nc(CN3CCN(CC(C)C)C(=O)[C@@H]3C)c(C)o2)ccc1F,31,4,-1,0.5,1.1,0,-3.9,1.6,-14,-7,-8
COc1ccc(NC(=O)CN(C)S(=O)(=O)c2cccc3cccnc23)cc1,368,6,-16,2.1,3.3,-3,0.1,2.8,0,4,7
FC(F)(F)c1ccc2nnc(-c3c(Cl)cccc3Cl)n2c1,x,1,4,1.1,4.2,-3,2.2,2.6,-6,-1,3
O=C(Nc1ccccc1)O/N=C1\CCCCC1c1ccc([N+](=O)[O-])cc1[N+](=O)[O-] (stereo unspecified),-15,0,4,2.0,1.8,-1,1.8,4.2,2,-3,0
Cc1ccc(NC(=O)c2ccc([N+](=O)[O-])o2)cc1S(=O)(=O)N1CCOCC1,3,x,x,3.1,4.3,x,0.4,4.6,x,x,-1
NC(=O)c1oc2ccccc2c1NC(=O)c1nc2ccccc2s1,1,2,-6,0.9,1.4,-1,2.1,3.5,-6,-5,-2
O=C(N/N=C/c1cccnc1)C1CCCN(S(=O)(=O)c2ccccc2)C1 (stereo unspecified),-1,0,-10,1.7,1.9,2,-0.8,3.7,7,-2,3
Cc1ccsc1C(=O)OCC(=O)c1cc2ccccc2o1,15,3,-14,3.9,2.4,-4,-1.1,2.6,-2,-2,9
CC(C)Cc1nnc(NC(=O)CCC(=O)N2CC(C)CC(C)C2)s1 (stereo unspecified),276,6,-17,-0.7,1.0,-1,x,4.7,-12,-7,-3
Cn1cncc1C#Cc1c(C=O)[nH]c2ccccc12,14,5,-8,1.4,3.7,-2,0.8,3.3,0,5,1
COc1ccc(NC(=O)CN(c2ccc(OC)cc2)S(=O)(=O)c2c(C)nn(C)c2C)cc1,5,2,-5,0.2,1.9,2,-0.3,4.7,2,-14,-2
O=C(NC1CCN(C(=O)NCc2ccccc2)CC1)c1ccccc1,21,3,-15,-0.1,1.9,-1,0.2,3.8,-5,-4,2
CCN(CC)S(=O)(=O)c1ccc(C)c(NC(=O)CNCc2ccccc2OC)c1,6,5,-19,-1.8,-1.4,-3,0.6,0.4,8,-6,-9
CCN(CC)CCCN1C=C2C(=O)C(C)(OC(=O)C3CCCC3)C(=O)C=C2C=C1c1ccsc1 (stereo unspecified),-11,2,-24,-2.8,1.4,3,-0.1,1.7,-8,6,-6
Cc1ccc(OCCn2c(CCCO)nc3ccccc32)cc1,128,6,-10,-0.3,3.2,-1,x,-0.1,-13,-1,-8
O=C(Oc1ccc(-c2nnco2)cc1)c1ccc(Br)o1,7,0,10,1.6,2.6,0,-1.6,-0.9,4,-2,7
Cc1n(C)c2cc(Cl)ccc2[n+]1Cc1ccccc1,-17,0,1,0.0,3.6,1,1.4,0.4,-6,-2,4
COc1ccc(N2C(=O)CSC23C(=O)N2c4c(cccc43)C(C)=CC2(C)C)cc1 (stereo unspecified),-3,-1,-11,-0.7,1.5,0,3.3,0.8,-18,-5,3
Cc1ccc(NC(=O)CCc2c(C)nn(-c3ccc(N4CCOCC4)nn3)c2C)cc1F,67,0,22,-0.3,1.0,1,-2.4,3.7,2,3,0
COc1cccc(C2CCCN2Cc2nc(-c3cnccn3)no2)c1 (stereo unspecified),-5,0,-19,0.3,0.6,0,0.5,0.8,1,-14,-2
O=C(c1cccc(Br)c1)N1CCN(c2cnn(-c3ccccc3)c(=O)c2Cl)CC1,10,-1,-11,3.5,2.9,0,-0.1,0.9,1,-13,-5
COc1ccc(C2/C(=C(/O)c3ccccc3)C(=O)C(=O)N2CCN2CCOCC2)c(OC)c1 (stereo unspecified),x,1,13,-3.0,1.4,-1,-0.8,0.6,1,-3,-6
CC(C)OC(=O)NC(Nc1ccccc1C(=O)O)(C(F)(F)F)C(F)(F)F,213,-1,6,0.8,-1.0,-10,-0.3,0.8,-5,2,2

# Entries of single compounds from above:
# Cc1ccc(OCCn2c(CCCO)nc3ccccc32)cc1 across the screens: Mot1-301 SUMO: 128; HTR5A ag: 6; HTR5A inv ctr: -10; E coli growth: -0.3; phage Ecoli inh: 3.2; DAGLB inhibitor: -1; CDK5 p35 inh: x; AddAB inh: -0.1; PKA-R1A activ: -13; PKA-R2B activ: -1; Tat export inh: -8
# CCN(CC)S(=O)(=O)c1ccc(C)c(NC(=O)CNCc2ccccc2OC)c1 across the screens: Mot1-301 SUMO: 6; HTR5A ag: 5; HTR5A inv ctr: -19; E coli growth: -1.8; phage Ecoli inh: -1.4; DAGLB inhibitor: -3; CDK5 p35 inh: 0.6; AddAB inh: 0.4; PKA-R1A activ: 8; PKA-R2B activ: -6; Tat export inh: -9
# O=C(c1cccc(Br)c1)N1CCN(c2cnn(-c3ccccc3)c(=O)c2Cl)CC1 across the screens: Mot1-301 SUMO: 10; HTR5A ag: -1; HTR5A inv ctr: -11; E coli growth: 3.5; phage Ecoli inh: 2.9; DAGLB inhibitor: 0; CDK5 p35 inh: -0.1; AddAB inh: 0.9; PKA-R1A activ: 1; PKA-R2B activ: -13; Tat export inh: -5

# Next part
SMILES,Mot1-301 SUMO,HTR5A ag,HTR5A inv ctr,E coli growth,phage Ecoli inh,DAGLB inhibitor,CDK5 p35 inh,AddAB inh,PKA-R1A activ,PKA-R2B activ,Tat export inh
CCN1CCCC1CNC(=O)c1cc2c(-c3ccc(Cl)cc3)nn(C)c2s1 (stereo unspecified),2,3,-9,-1.1,x,-1,-0.7,0.8,1,-12,2
CCN(CCCCCN(C)C)Cc1cc2ccccc2o1,219,2,-11,-1.8,4.0,1,-0.2,4.2,-7,3,2
Fc1cccc(Cl)c1Cn1nnc(-c2ccc3c(c2)OCO3)n1,19,2,-8,1.2,2.2,-14,-1.9,3.2,5,-8,6
CC(NC(=O)c1cccnc1)C(=O)O (stereo unspecified),4,-1,2,2.2,4.7,-2,0.6,3.5,-7,-3,1
COc1cc(Cl)c(C)cc1NC(=O)CSc1nc2ccccc2o1,-5,2,-5,1.7,2.9,-11,-0.4,3.4,-2,-10,3
Cc1ccc(SCCC(=O)NC(C(C)C)C(C)C)cc1,558,-2,28,0.7,2.5,-1,-1.2,-4.0,3,2,1
CC(O)CC(C(=O)NNc1ccccc1)C(=O)NNc1ccccc1 (stereo unspecified),606*,-2,5,1.6,2.6,0,0.5,1.9,4,4,-2
O=C(NCC(=O)N1CCCCC1)c1ccc(Cl)cc1Cl,x,-6,20,-0.1,2.8,-2,0.1,-1.0,-1,1,-6
O=C(c1ccccc1)N1N=C(c2ccc(F)cc2)CC1c1ccc(F)cc1 (stereo unspecified),x,-4,-1,x,-0.9,-3,-3.3,x,2,4,4
Cc1c(NC(=O)c2cnn3c2NC(c2ccc(Br)cc2)CC3C(F)(F)F)c(=O)n(-c2ccccc2)n1C (stereo unspecified),14,-2,-8,0.4,2.9,12,0.5,3.6,4,1,4
CCn1c(CN2CCN(C(=O)c3ccco3)CC2)nc2c1c(=O)n(C)c(=O)n2C,-10,-10,25,-3.0,3.5,2,-6.9,0.7,4,7,19
COc1ccc(Nc2nc(-c3cc4cccc(OC)c4oc3=O)cs2)cc1,-3,-1,15,-0.4,3.2,0,-0.2,0.2,0,1,1
COC(c1ccccc1)c1nnc(CCC(=O)N(C)CCOc2ccccc2)o1 (stereo unspecified),9,1,-2,0.2,4.5,-2,-8.3,4.2,-3,0,-2
O=C(CN1CCCc2ccccc21)NCCc1ccc(F)cc1,127,3,1,1.2,0.1,1,0.7,5.1,-8,-15,-2
Cc1ccc(S(=O)(=O)NCC(=O)N(CC(=O)NCC2CCCO2)Cc2ccco2)cc1 (stereo unspecified),-23,0,-1,-2.0,-0.9,1,-1.6,4.6,-2,-3,-8
Cc1ccc(N(C(=O)CNC(=O)c2ccco2)C(C(=O)NC2CCCCC2)c2ccncc2)cc1F (stereo unspecified),-4,4,-19,-0.4,2.4,1,-0.4,0.8,4,-4,3

# 3 entries drawn at random from those above:
SMILES,Mot1-301 SUMO,HTR5A ag,HTR5A inv ctr,E coli growth,phage Ecoli inh,DAGLB inhibitor,CDK5 p35 inh,AddAB inh,PKA-R1A activ,PKA-R2B activ,Tat export inh
O=C(CSc1n[nH]c(-c2ccncc2)n1)c1ccccc1,2,0,2,0.9,0.4,1,0.5,3.5,-3,-6,2
COc1ccc(Nc2nc(-c3cc4cccc(OC)c4oc3=O)cs2)cc1,-3,-1,15,-0.4,3.2,0,-0.2,0.2,0,1,1
Cc1c(NC(=O)c2cnn3c2NC(c2ccc(Br)cc2)CC3C(F)(F)F)c(=O)n(-c2ccccc2)n1C (stereo unspecified),14,-2,-8,0.4,2.9,12,0.5,3.6,4,1,4
